Bioassay records deposited in PubChem by National Center for Advancing Translational Sciences (NCATS).
EPAC2 antag = EPAC2 (human) antagonism; Q8WZA2; EPAC2 GEF exchange of Rap1B-BODIPY-GDP, fluorescence; Potency, µM (titrated, usually from 114 µM), without a hit: top-dose activity, negative = inhibition, most hits filed as inhibitors; 0.18% of 360,000 active; further: potency means the concentration at half of the fitted maximal effect; on the % scale 0 is the no-effect control and ±100 the full control effect; nearly all actives have a fitted effect of over 45% in size; many of its hits are not listed in these tables
TDP-43 yeast inh = inhibitors of TDP-43 toxicity in yeast; 1.8% of 410,000 active; AID 652104; Potency, µM (doses to about 46.1 µM), for inactives: top-dose growth rescue (activation), actives largely listed as activators; TDP-43 expressing yeast growth rescue, BacTiter-Glo, 24 h; further: potency means the concentration at half of the fitted maximal effect; % of control where 0% means no effect; nearly all actives have a fitted effect of over 50% in size
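Yeast cells expressing TDP-43 under galactose induction are exposed to compounds for 24 hr at 30 deg C. BacTiter-Glo luminescence measures growth, so protective compounds score as activators.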
DRD3 agonist = activates the human D3 dopamine receptor; max activation, %; 0.58% of 410,000 active; P35462; D3R DiscoveRx beta-arrestin cells, luminescence, 90 min; in the data active means max activation above about 30%; further: 0% is about no effect; mostly tested at two doses, the higher about 12 µM
Target sequence (P35462 whole entry, looked up): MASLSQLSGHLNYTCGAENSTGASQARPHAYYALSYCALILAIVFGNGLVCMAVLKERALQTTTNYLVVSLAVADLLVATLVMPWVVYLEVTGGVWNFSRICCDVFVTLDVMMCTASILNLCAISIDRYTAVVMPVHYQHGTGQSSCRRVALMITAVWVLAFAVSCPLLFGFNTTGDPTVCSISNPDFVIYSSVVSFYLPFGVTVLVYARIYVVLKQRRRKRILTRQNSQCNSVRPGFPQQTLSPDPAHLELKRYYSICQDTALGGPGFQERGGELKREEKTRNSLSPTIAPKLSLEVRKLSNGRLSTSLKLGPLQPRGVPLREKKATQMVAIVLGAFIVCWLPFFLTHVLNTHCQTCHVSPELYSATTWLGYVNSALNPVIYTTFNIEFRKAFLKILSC
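Agonist-mode cell screen: cells plated at 1500/well and incubated overnight at 37 °C, then exposed to library compounds for 90 min at 37 °C. Detection reagent was added for 30–60 min at room temperature, and luminescence was read.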
FUS yeast rescue = FUS proteinopathy suppression in yeast. S. cerevisiae FUS-expressing, growth rescue, OD600, 24 h. 0.24% of 390,000 active. Potency, µM (titrated, usually from 76.6 µM), without a hit: top-dose growth rescue (activation), usual class: activators. AID 1347120;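 further: potency means the concentration at half of the fitted maximal effect; plate controls were DMSO vehicle for no effect and reference control for full effect; nearly all actives have a fitted effect of over 55% in size; some results filed as inactive show a strong effect at the top dose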
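Quantitative HTS measuring growth restoration of FUS-toxic yeast. Galactose-induced cells (OD 0.005) were exposed 24hr at 30C to compounds at several concentrations, then absorbance at 600 nm was recorded.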
aSyn rescue = alpha-synuclein toxicity inhibition in yeast. 0.14% of 370,000 active. AID 652106. Yeast expressing alpha-synuclein, growth rescue, BacTiter-Glo, 24 h. Potency, µM (top dose mostly 46.1 µM), for the others: at the top dose growth rescue (activation), most hits filed as activators; further: potency means the concentration at half of the fitted maximal effect; % of control where 0% means no effect; nearly all actives have a fitted effect of over 65% in size
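Galactose-induced alpha-syn yeast (OD600=0.02, raffinose-pregrown) + pinned cpd, 24 hr, 30 deg C; growth by BacTiter-Glo luminescence. Growth restoration scores as activation.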
Abeta rescue = restores growth of yeast expressing A-beta42 peptide | Potency, µM (series often up to 46.1 µM), without a hit: top-dose growth rescue, most hits filed as activators | yeast expressing A-beta42, growth rescue, OD600, 48 h; response scale: 0% DMSO, 100% iron-clioquinol control | 0.063% of 410,000 active; further: potency means the concentration at half of the fitted maximal effect; nearly all actives have a fitted effect of over 55% in size
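Yeast A-beta toxicity model in growth medium with pinned compounds, 48 h at 30 C; growth read as absorbance at 600 nm. Normalized to FeCl3/clioquinol equimolar mix (positive) and DMSO (negative).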
EPAC2 agonist = activates human EPAC2 exchange factor. EPAC2 activation, biochemical qHTS; response scale: 100% = 6.5 mM cAMP response. Potency, µM (top dose mostly 154 µM), for the others: top-dose activation, hits mostly activators. 0.079% of 360,000 active; further: potency means the concentration at half of the fitted maximal effect; nearly all actives have a fitted effect of over 50% in size
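Exchange assay: 100 nM EPAC2 with 250 nM Rap1B-BODIPY-GDP and 50 uM GDP. Fluorescence (ex 480/em 540 nm) read every 5 min for 30 min at room temperature. Data normalized to 6.5 mM cAMP as agonist control.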
D3 antag = D3 dopamine receptor (human) antagonism | P35462 | D3R cells, DiscoveRx beta-arrestin luminescence, antagonist mode; stronger effect = lower value | max response, negative = inhibition, % | 2.5% of 360,000 active; in the data active means max response below about -50%; inconclusive means no clear call, values can overlap the other calls; further: on the % scale 0 is the no-effect control and ±100 the full control effect; mostly tested at two doses, the higher about 12 µM
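Cells expressing the human receptor were seeded at 1500 cells/well, incubated overnight at 37 degrees C in 5% CO2, then exposed to library compounds with dopamine controls for 90 minutes at 37 degrees C before luminescent detection.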
An asterisk follows results filed as active; ? = inconclusive; . = not tested or not shown; [ ] = dose if it differs, or a comment. Unless noted, the call rests on the fitted dose curve; in most records, active means well fitted curve in the direction sought with a large enough effect; inconclusive means small, poorly fitted or top-dose-only effect, or another doubt; inactive means no such curve, though single readings can be large; an effect the other way counts as inactive or inconclusive. These rows are one share of the data; count on the stated rates, not on these rows.

No.	Molecule	EPAC2 antag	TDP-43 yeast inh	DRD3 agonist	FUS yeast rescue	aSyn rescue	Abeta rescue	EPAC2 agonist	D3 antag
1	CCN(CC)c1ccc(NC(=O)CN2C(=O)CSc3ncccc32)c(C)c1	0%	14%	0	-19%	0%	5%	0%	10
2	Cc1cc[n+](-c2[nH]c(=O)sc2/C=N/N=C(\[O-])c2ccccc2)cc1C	26%	12%	18	-16%	-8%	-23%	21%	9
3	COc1ccc(C(=O)NC(=S)NCc2ccco2)cc1Br	0%	-14%	-2	12%	-4%	19%	20%	0
4	N#Cc1c(C(F)(F)F)cc(-c2ccc(F)cc2)[nH]c1=O	-12%	-15%	6	21%	0%	-12%	-1%	9
5	COc1ccc(N2CCN(C(=O)c3ccc(Cl)c(S(=O)(=O)N4CCOCC4)c3)CC2)cc1	4%	6%	6	22%	-1%	-1%	-1%	2
6	CCCCN(C=O)c1c(CC)nc2ccc(C(=O)NCc3ccc4c(c3)OCO4)cn12	-6%	2%	-12	-17%	-2%	-10%	-1%	25
7	O=C(Nc1cccc(C(=O)Nc2cccc(C(F)(F)F)c2)c1)c1ccc(=O)[nH]c1	11%	0%	26	9%	-6%	-14%	-3%	6
8	O=C(CCc1nnc(-c2ccccc2)o1)NCc1cc(F)ccc1F	-13%	-22%[0.397 µM]	7	9%	-11%	2%	3%	23
9	Cc1ccccc1CN(CC1CCC(C(=O)O)CC1)C(=S)Nc1ccccc1F (stereo unspecified)	-12%	-8%[0.397 µM]	9	13%	4%	22%	3%	23
10	CCC(=O)C1=C(O)C(c2cccc(Oc3ccccc3)c2)CCC1=O (stereo unspecified)	5%	13%	3	16%	?	-32%[inhibitor]	14%	5
11	Clc1ccc(-c2ccnc(Oc3cc(Cl)ccc3Cl)n2)cc1	-2%	-2%	-3	23%	1%	6%	3%	-9
12	COC(=O)C1=C(C)N=C2SC(C#N)=C(N)N2C1c1cccc(OC)c1 (stereo unspecified)	-1%	2%	-8	19%	-1%	-15%	1%	-17

Record cards (already shown):
O=C(Nc1cccc(C(=O)Nc2cccc(C(F)(F)F)c2)c1)c1ccc(=O)[nH]c1 reads EPAC2 antag = 11%; TDP-43 yeast inh = 0%; DRD3 agonist = 26; FUS yeast rescue = 9%; aSyn rescue = -6%; Abeta rescue = -14%; EPAC2 agonist = -3%; D3 antag = 6
COC(=O)C1=C(C)N=C2SC(C#N)=C(N)N2C1c1cccc(OC)c1 (stereo unspecified) reads EPAC2 antag = -1%; TDP-43 yeast inh = 2%; DRD3 agonist = -8; FUS yeast rescue = 19%; aSyn rescue = -1%; Abeta rescue = -15%; EPAC2 agonist = 1%; D3 antag = -17

Further structures:
No.	Molecule	EPAC2 antag	TDP-43 yeast inh	DRD3 agonist	FUS yeast rescue	aSyn rescue	Abeta rescue	EPAC2 agonist	D3 antag
13	COc1ccc(CNC(=O)CC(c2ccc(OC)cc2)N2Cc3ccccc3C2=O)cc1 (stereo unspecified)	.	5%	-16	-1%	.	-9%	.	.
14	CCN1CCc2c(sc(NC(=O)c3ccc(C(=O)c4ccccc4)cc3)c2C(N)=O)C1	-4%	-10%	-5	19%	-2%	-7%	21%	-24
15	C[C@]12c3[nH]c4cc(-c5ccco5)ccc4c3CCN1C(=O)[C@@H](CC(=O)NCc1ccco1)C[C@@H]2C(=O)N1CCOCC1	2%	17%	6	35%	2%	4%	4%	40
16	CCOc1ccc(NC(=O)CSc2oc(-c3ccco3)nc2S(=O)(=O)c2ccccc2)cc1	.	0%	8	15%	.	-3%	.	.
17	CCc1cccc(C)c1NC(=O)CCn1c(=O)c2cccn2c2ccccc21	.	13%	0	3%	.	-16%	.	.
18	CC(C)c1ccccc1NC(=O)CSc1n[nH]c(=O)n1C1CC1	1%	14%	2	-16%	2%	-6%	-3%	9
19	CCOC(=O)c1ccc(N2CCOCC2)c(NC(=O)COCC(=O)O)c1	-5%	-12%	-9	14%	-15%	-5%	16%	-8
20	CN(CC(=O)NCC1CCCCC1)CC(=O)Nc1ccc(F)cc1	6%	8%	0	6%	0%	-18%	6%	-5
21	CC(=O)c1cccc(NC(=O)N2CCC(c3ccc(C)cc3)C2)c1 (stereo unspecified)	-5%	?	-9	22%	14%	11%	-2%	-19
22	CC(=O)NCC(=O)OCC(=O)Nc1ccc(C(C)=O)cc1	10%	-2%	-7	15%	-7%	2%	-1%	0
23	Cn1c(NCc2ccccc2F)nc2cc(-c3cccc(C(F)(F)F)c3)sc2c1=O	-1%	7%	-6	-12%	0%	-13%	-10%	0
24	CN(C)S(=O)(=O)c1cccc(NC(=S)N(CCC#N)Cc2cccnc2)c1	-2%	-11%	5	-3%	-1%	-12%	3%	-7
25	CCN(Cc1nc2cc(Cl)ccc2c(=O)[nH]1)C(=O)COc1ccccc1Cc1ccccc1	-3%	13%	-4	5%	2%	9%	1%	8
26	O=C(Cn1cc(/C=N/NC(=O)c2ccccc2Br)c2ccccc21)Nc1ccc(F)cc1	-11%	19%	-4	-5%	?	14%	-5%	-13
27	CN(C)c1ccc(C2/C(=C(/O)c3ccc(Br)cc3)C(=O)C(=O)N2C)cc1 (stereo unspecified)	2%	-4%	-2	-11%	1%	-20%	4%	?
28	COc1ccc(Nc2nc(C)c(-c3ccccc3)s2)cc1	-10%	13µM*	3	.	-18%	11%	-11%	8
29	Cc1ccc(-c2ccc3nnc(SCC(N)=O)n3n2)cc1	5%	-16%	3	17%	-8%	-18%	-1%	-6
30	Cc1ccc(-n2c(C)cc(C(=O)NS(=O)(=O)c3ccc(C)cc3)c2C)cc1	29%	?	-14	?	0%	4%	7%	-24
31	CNc1nc(Sc2ccccc2)cc(C(F)(F)F)n1	-15%[57.1 µM]	-13%	-3	15%	-11%	16%	12%	?
32	O=C(Nc1cccnc1)c1ccc2c(c1)C(=O)N(CC1CCCO1)C2=O (stereo unspecified)	0%	1%	4	1%	4%	16%	3%	2
33	CN(C)C(=S)SCC(=O)Nc1ccc(Cl)cc1Cl	8%	?	4	.	6%	14%	-7%	1
34	Cc1ccc(NS(=O)(=O)c2ccc(C(=O)NCCCN3CCCC3=O)cc2)cc1C	0%	21%	1	27%	0%	-14%	6%	-21
35	O=C(NC(=S)NNC(=O)c1ccccc1O)c1ccc([N+](=O)[O-])cc1	11%	-16%	3	-11%	1%	0%	6%	?
36	CCOC(=O)N1CCN(S(=O)(=O)c2cc(C)c(C)cc2C)CC1	-4%	6%	-1	17%	1%	-7%	-13%	-27
37	COc1ccccc1NC(=O)c1c(C)cc(=O)oc1C	11%	-13%	-9	3%	-3%	-6%	-5%	-28
38	CCN(c1ccccc1)c1cc(C)nc2nc(C)nn12	8%	23%	-6	-12%	-11%	-1%	11%	-23
39	O=C(CN(c1ccccc1)S(=O)(=O)c1ccccc1)N1CCOCC1	11%	-23%[0.397 µM]	5	38%	0%	2%	12%	-12
40	O=C(CSc1ccc2c(c1)OCCO2)Nc1cccc(S(=O)(=O)N2CCCCC2)c1	3%	15%	5	.	4%	4%	9%	5
41	COc1cc(CC(=O)Nc2ccc(S(=O)(=O)N(C)C)cc2)cc(OC)c1OC	1%	-10%	13	1%	-5%	-11%	-11%	15
42	O=C(Nc1cccc(Cl)c1)C1C2CCC3C(CCC21)C3(Cl)Cl (stereo unspecified)	-6%	7%	3	-13%	-2%	26%	2%	16
43	O=C(O)CCn1ccc2cc(S(=O)(=O)N3CCCCC3)ccc21	.	3%	-6	13%	.	-9%	.	.
44	COc1cccc(/C=C2\SC(=S)N(CCC(=O)NNC(=O)c3ccccc3OC)C2=O)c1	-9%	19%	5	4%	0%	-11%	0%	2
45	COc1ccc(C(C(=O)NCc2ccccc2)n2c(=O)c(-c3ccccc3)nc3ccccc32)cc1 (stereo unspecified)	-11%	25%	-3	40%	1%	0%	9%	-4
46	Cc1ccc(S(=O)(=O)Nc2cc(-c3nn(C)c(=O)c4ccccc34)ccc2N2CCOCC2)cc1	-4%	-7%	20	-7%	-5%	0%	16%	32
47	CN(CC(=O)Nc1ccc(Cl)cc1F)S(=O)(=O)c1ccc2c(c1)n(C)c(=O)c(=O)n2C	.	24%	-2	12%	.	-1%	.	.
48	O=C(CCS(=O)(=O)c1cccs1)Nc1ccc(C(=O)NC2CCCC2)cc1	4%	-7%	-1	10%	-1%	-20%	7%	30
49	CCOc1cc(/C=C2/NC(=O)NC2=O)cc(Br)c1OCc1ccc(C(=O)O)cc1	7%	-8%	1	15%	0%	3%	0%	1
50	Cc1ccc(NC(=O)c2ccc3c(SCC(=O)O)c4c(nc3c2)CCCC4)c(Br)c1	-20%	6%	-5	11%	3%	6%	-3%	-20
51	COc1ccc(-n2c(C)cc(/C=C3\C(=N)N4N=C(CC(=O)N5CCOCC5)SC4=NC3=O)c2C)c(OC)c1	-9%	4%	-6	?	10%	.	-10%	5
52	Cc1ccc(C)c(N2CCN(C(=O)Cn3ncn4cccc4c3=O)CC2)c1	-11%	12%	2	-5%	11%	0%	14%	-2
53	CC(C)(C)c1ccc(S(=O)(=O)N2CCC(c3nc4ccc(Cl)cc4[nH]3)CC2)cc1	-9%	-17%	-8	1%	1%	11%	8%	-28
54	Cc1cc(C)c2c(=O)cc(C(=O)Nc3sc4c(c3C#N)CCCC4)oc2c1	.	?	8	-16%	.	-4%	.	.
55	COC(=O)[C@]1(Cc2ccccc2)N[C@H](CN(C)C(=O)C2CCCCC2)[C@@H]2C(=O)N(Cc3ccccc3)C(=O)[C@@H]21	-3%	11%	0	7%	-3%	0%	-8%	-21
56	Cc1ccc(SCc2cc(=O)[nH]c(Nc3nc(C)c4cccc(C)c4n3)n2)cc1	-22%	-26%	-7	-3%	5%	5%	5%	-84*
57	CCOC(=O)N/N=C\c1ccccc1OC/C=C/c1ccccc1	-11%	-12%	6	6%	5%	-21%	15%	-9
58	CC12CCC(C(=O)NCc3ccccn3)(OC1=O)C2(C)C (stereo unspecified)	-2%	4%	-9	-53%	3%	2%[9.22 µM]	12%	0
